Bioassay records as filed in PubChem BioAssay.
NPY-Y1 antag = NPY-Y1 receptor antagonists, primary screen, cell-based; Neuropeptide Y receptor type 1 (Homo sapiens), P25929; HEK293-CNG Y1 cells, membrane potential fluorescence; NPY at EC95, then isoproterenol; inhibition, % at 3.6 µM; actives 1% (n = 200,000); AID 1040, 2008;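 active = inhibition above the campaign mean inhibition of all tested compounds plus 3 SD, cut at about 20% in these data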;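 also: 0% = DMSO wells given NPY plus isoproterenol and 100% = isoproterenol alone without NPY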
Target sequence (P25929 whole entry, looked up): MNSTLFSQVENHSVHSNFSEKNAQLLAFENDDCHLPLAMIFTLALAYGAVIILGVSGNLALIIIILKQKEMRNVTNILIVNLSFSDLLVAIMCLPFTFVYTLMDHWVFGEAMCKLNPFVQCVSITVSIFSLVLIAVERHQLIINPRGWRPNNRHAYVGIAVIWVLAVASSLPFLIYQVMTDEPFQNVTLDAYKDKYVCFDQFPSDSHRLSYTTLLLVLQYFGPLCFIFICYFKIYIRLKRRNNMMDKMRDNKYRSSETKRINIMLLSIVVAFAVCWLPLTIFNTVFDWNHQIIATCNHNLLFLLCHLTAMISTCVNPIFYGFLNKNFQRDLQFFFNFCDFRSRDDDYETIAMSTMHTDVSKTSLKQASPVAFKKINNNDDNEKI
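Assay system: HEK293 Y1/CNG channel cell line; Doses: single compound dose of 3.6 µM, 0.4% DMSO; Timing: dye 3 h, compound 60 min room temperature, stimulation 45 min; Technique: Membrane-potential fluorescent dye readout; Measure: % inhibition of NPY effect.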
NPY-Y1 PAM-ag = NPY-Y1 receptor potentiators or agonists, primary screen, cell-based; NPY-Y1 expressing cells, potentiator/agonist activation; activation, % at 3.6 µM; Neuropeptide Y receptor type 1 (Homo sapiens), P25929; actives 0.37% (n = 220,000); in the data active = activation above about 33%, passing the limit was not always enough;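 also: cells stimulated with NPY at EC10 then isoproterenol at EC100; 0% = low agonist plus stimulus and 100% = saturating agonist plus stimulus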
p97 ATPase inh = inhibitors of human p97 ATPase, primary screen, biochemical | Transitional endoplasmic reticulum ATPase (Homo sapiens), P55072 | recombinant p97 ATPase, Kinase-Glo ATP luminescence, 3 h | inhibition, % at 8 µM | actives 0.42% (n = 220,000) | AID 1481, 2009; in the data active = inhibition above about 15%;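 also: 0% = DMSO vehicle and 100% = wells lacking enzyme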
Runt-CBFb FRET = inhibitors of RUNX1 Runt–CBFb binding, primary screen, biochemical, FRET, Cerulean-Runt, Venus-CBFb, uHTS; Cerulean-Runt/Venus-CBFb FRET ratio 530/480, 1 h; inhibition, % at 20 µM; actives 0.46% (n = 220,000);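 active = inhibition over about 50% at 20 µM in the single-dose screen, limit read from the data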;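 also: 0% = DMSO wells and 100% = excess unlabeled CBFb competitor control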
Target sequence (Q01196 whole entry, looked up): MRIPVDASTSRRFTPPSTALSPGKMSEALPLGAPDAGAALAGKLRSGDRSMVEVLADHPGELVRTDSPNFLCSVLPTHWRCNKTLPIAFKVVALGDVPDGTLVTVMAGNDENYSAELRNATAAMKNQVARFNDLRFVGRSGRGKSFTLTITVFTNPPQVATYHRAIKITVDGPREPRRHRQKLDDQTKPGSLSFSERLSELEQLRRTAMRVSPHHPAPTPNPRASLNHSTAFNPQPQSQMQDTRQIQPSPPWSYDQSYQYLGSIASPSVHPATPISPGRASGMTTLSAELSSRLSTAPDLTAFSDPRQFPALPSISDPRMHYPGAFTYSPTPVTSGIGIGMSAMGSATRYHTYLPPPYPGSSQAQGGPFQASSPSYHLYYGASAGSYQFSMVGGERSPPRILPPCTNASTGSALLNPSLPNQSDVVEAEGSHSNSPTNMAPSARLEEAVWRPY
Target sequence (Q13951 whole entry, looked up): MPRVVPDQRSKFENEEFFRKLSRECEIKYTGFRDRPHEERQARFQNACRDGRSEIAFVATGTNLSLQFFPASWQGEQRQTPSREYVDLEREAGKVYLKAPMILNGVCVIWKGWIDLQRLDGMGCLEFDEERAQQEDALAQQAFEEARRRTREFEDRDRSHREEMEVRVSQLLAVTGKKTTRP
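test system = Cerulean-tagged RUNX1 Runt domain (FRET donor) fusion protein | reagent = Venus-CBFb binding partner, 100 nM | incubation = protein complex preformed 1 h, compound exposure 1 h, room temperature, dark | detection = FRET fluorescence | read-out basis = loss of energy transfer signal | controls = 5 µM unlabeled CBFb as full-inhibition high control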
RBBP9 inh = human RBBP9 inhibitors, primary screen, biochemical, fluorescence polarization, FP-Rh probe, HTS; actives 0.2% (n = 220,000); inhibition, % at 7.94 µM; recombinant RBBP9; AID 1515, 2009;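 active = inhibition above the campaign mean of all tested compounds plus 3 SD, cut at about 14% in these data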;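 also: plate controls were DMSO wells with RBBP9 for no effect and wells lacking RBBP9 protein for full effect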
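Test system – recombinant human RBBP9 · Input – RBBP9 2.5 µM in dispensing solution, pre-mixing · Medium – Tris buffer pH 8.0, NaCl, Pluronic · Schedule – preincubation 30 min plus labeling 45 min at 25 °C · Measured by – fluorescence polarization · Measure – % inhibition · Controls – DMSO and no-protein wells · Replicates – one well per compound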
Runt-SMMHC FRET = inhibitors of RUNX1 Runt–CBFb-SMMHC binding, primary screen, biochemical, FRET, Cerulean-Runt, Venus-CBFb-SMMHC, uHTS; Runt-related transcription factor 1 (Homo sapiens) + Core-binding factor subunit beta …; Cerulean-Runt/Venus-CBFb-SMMHC FRET ratio 530/480, 1 h; inhibition, % at 20 µM; actives 0.74% (n = 220,000); AID 1434, 2008;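 active = mean inhibition across duplicate retests at 20 µM reaching about 50%, limit read from the data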;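 also: 0% = DMSO wells and 100% = wells with excess untagged CBFb-SMMHC; inhibitors lower the FRET ratio by blocking Runt binding to CBFb-SMMHC; some results filed as inactive read as strong as hits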
MDM2 E3 inh = MDM2-luciferase reporter signal enhancers, primary screen, MDM2 E3 ligase inhibitor project, cell-based, luminescence, 1536-well. E3 ubiquitin-protein ligase Mdm2 (Homo sapiens), Q00987. cell-based MDM2 ubiquitination luciferase reporter, 2 h; 0 = plate control, 100 = twice control, blank-subtracted. signal enhancement, % at 5 µM. actives 0.11% (n = 210,000);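 active = signal enhancement of 30% or more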;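 also: luminescence tracks abundance of the self-degrading MDM2-luciferase fusion protein; higher signal means inhibition of MDM2 E3 ligase activity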
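Buffer or medium: Cells held in DMEM | Assay system: Stable mammalian line carrying autodegrading MDM2–luciferase fusion reporter | Quantity: 2000 cells/well | Times: 4 h settle plus 2 h compound, 37 °C | Doses: One concentration, 5 µM, with 0.2% DMSO | Technique: Luminescence with SteadyLite reagent, 15 min at room temperature | Benchmarks: Plate controls and plate blanks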
NPY2 pot ag = NPY-Y2 potentiators or agonists, primary screen, cell-based | Neuropeptide Y receptor type 2 (Homo sapiens), P49146 | cells expressing NPY-Y2, potentiator/agonist read-out | activation, % at 3.6 µM | actives 0.45% (n = 220,000); in the data active = activation above about 27%;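 also: cells stimulated with NPY near EC25 plus isoproterenol at EC100; 0% = vehicle plus submaximal agonist and 100% = vehicle plus saturating agonist; some results beyond the cut were filed as inactive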
Hck-Nef inh = inhibitors of Nef-activated human Hck kinase, primary screen, biochemical, Z-Lyte FRET, 384-well, Hck-YEEI | actives 0.68% (n = 220,000) | Recombinant Hck-YEEI plus Nef, Z-Lyte FRET kinase assay | Tyrosine-protein kinase HCK (Homo sapiens), P08631 | inhibition, % at 20 µM | AID 463187, 2010;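 active = Hck-Nef kinase inhibition above about 50%, limit read from the data; inactive = inhibition below that limit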;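 also: 0% = DMSO with Hck plus Nef and 100% = Hck alone without Nef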
Numbers without * were called inactive; · = no result given.

[1] COC(=O)C1=C(C)N=C2SC(C#N)=C(N)N2C1c1cc(OC)c(OC)c(OC)c1 (centres undefined)
[2] CN(C)c1ccc(C=Nc2ccc(N(C)C)cc2)cc1
[3] COc1ccc(S(=O)(=O)Nc2cc(C)ccn2)cc1
[4] O=C1CCCN1CCCNC(=S)Nc1ccc(F)c(Cl)c1
[5] CC(=O)N1CCN(C(=O)CC2OC(=O)c3ccccc32)CC1 (centres undefined)
[6] CCCCCOCC1CC(C/C(C)=N/Nc2nc(-c3ccccc3)cs2)C(=O)O1 (centres undefined)
[7] CC(=O)Nc1nc(-c2ccc(Cl)cc2)nc(C)c1C(C)=O
[8] CC(=O)C1=C(O)C(=O)N(c2cccnc2)C1c1cccc([N+](=O)[O-])c1 (centres undefined)
Compound,1,2,3,4,5,6,7,8
NPY-Y1 antag,1.2,-1.7,5.4,-0.7,0.3,-2.4,-3.2,·
NPY-Y1 PAM-ag,9.2,23.0,4.1,10.4,13.7,14.2,14.9,-3.2
p97 ATPase inh,8.4,-7.5,1.4,0.8,-4.5,0.3,3.8,-4.8
Runt-CBFb FRET,-0.9,2.4,1.8,5.2,18.4,2.2,-11.8,1.1
RBBP9 inh,5.0,-0.6,-3.8,4.2,-2.5,-2.1,1.5,2.4
Runt-SMMHC FRET,17.0,-4.9,-3.5,0.5,23.1,-0.5,-86.6,-1.3
MDM2 E3 inh,-11.3,2.5,-12.6,-9.9,-34.8,2.2,-4.0,-8.8
NPY2 pot ag,-4.0,6.6,10.5,-0.4,-1.1,2.7,11.2,-0.5
Hck-Nef inh,-1.3,-15.5,-0.7,14.2,0.2,2.4,0.8,7.2

[9] Cc1cc(C(=O)N2CCN(S(=O)(=O)c3ccccc3F)CC2)c(C)o1
[10] Cc1ccccc1NC1=C(Cl)C(=O)OC1OC(=O)c1ccccc1C (centres undefined)
[11] COc1ccccc1OCC(=O)n1cc(C(=O)c2cc(Cl)cc(Cl)c2O)cn1
[12] CCOC(=O)N1CCC(NC(=O)c2cc3sccc3n2CC)CC1
[13] O=C1C(Cc2cccc([N+](=O)[O-])c2)SC(=Nc2ccccc2)N1c1ccccc1 (centres undefined)
[14] CCc1ccc(OCC(=O)Nc2ccc(N3CCN(S(C)(=O)=O)CC3)cc2)cc1
[15] COc1ccccc1-c1cc(C(F)(F)F)nc(N2CCCCC2)n1
[16] COC(=O)COc1ccc(C)cc1-n1nc2ccccc2n1
Compound,9,10,11,12,13,14,15,16
NPY-Y1 antag,-3.5,12.9,8.2,-1.8,3.4,5.5,0.0,0.6
NPY-Y1 PAM-ag,-9.1,-25.5,3.2,16.3,10.4,-12.3,-16.7,-17.5
p97 ATPase inh,-4.7,4.1,-1.6,-2.9,4.0,-3.0,-1.2,-2.8
Runt-CBFb FRET,-1.0,-0.4,-10.3,-41.1,0.7,1.3,0.1,0.0
RBBP9 inh,-0.9,-5.5,-7.3,1.8,0.4,-5.8,-1.9,-11.1
Runt-SMMHC FRET,1.9,2.0,-25.0,-7.4,3.8,-0.7,-4.1,-1.4
MDM2 E3 inh,-5.5,-11.6,-2.9,-18.3,-2.5,-2.7,-17.3,19.1
NPY2 pot ag,3.2,-9.8,-8.4,2.6,-11.4,-5.5,-0.2,-9.8
Hck-Nef inh,-1.8,25.2,-2.8,0.5,0.6,6.9,-1.0,3.8

Entries shown so far that have fluorine, in the order listed:
[4] O=C1CCCN1CCCNC(=S)Nc1ccc(F)c(Cl)c1
[9] Cc1cc(C(=O)N2CCN(S(=O)(=O)c3ccccc3F)CC2)c(C)o1
[15] COc1ccccc1-c1cc(C(F)(F)F)nc(N2CCCCC2)n1
Compound,4,9,15
NPY-Y1 antag,-0.7,-3.5,0.0
NPY-Y1 PAM-ag,10.4,-9.1,-16.7
p97 ATPase inh,0.8,-4.7,-1.2
Runt-CBFb FRET,5.2,-1.0,0.1
RBBP9 inh,4.2,-0.9,-1.9
Runt-SMMHC FRET,0.5,1.9,-4.1
MDM2 E3 inh,-9.9,-5.5,-17.3
NPY2 pot ag,-0.4,3.2,-0.2
Hck-Nef inh,14.2,-1.8,-1.0

Other compounds follow.
[17] CCOc1ccc(NC(=O)CSc2nccn2C)cc1
[18] Cc1cc(C)c(NC(=O)c2ccc(S(=O)(=O)N3CCOCC3)cc2)c(C)c1
[19] CCOC(=O)c1cccc(NC(=O)CN(c2ccc(OC)cc2)S(=O)(=O)c2c(C)noc2C)c1
[20] Cc1ccc(C(=O)OCC(=O)NCc2cccs2)c(C)c1
[21] NS(=O)(=O)c1ccc(N=Nc2ccc(=O)[nH]c2O)cc1
[22] OCCC1CN(Cc2cccn2-c2nccs2)CCN1CCc1ccccc1 (centres undefined)
[23] CC(C)NC(=O)NC(=O)COC(=O)c1cccc(S(=O)(=O)N2CCCCC2)c1
[24] Cc1ccc(C)c(NC(=O)CSc2nnc(-c3ccccc3C)o2)c1
Compound,17,18,19,20,21,22,23,24
NPY-Y1 antag,4.9,-9.6,3.0,2.8,·,8.5,-2.4,13.9
NPY-Y1 PAM-ag,-17.0,2.8,11.0,-23.0,0.8,-21.4,-14.4,-13.3
p97 ATPase inh,2.5,-7.8,3.1,0.8,3.7,-0.1,0.4,5.8
Runt-CBFb FRET,-1.9,0.1,0.6,0.6,0.9,0.2,-0.8,-1.7
RBBP9 inh,1.1,-1.3,-9.6,3.4,-6.2,-6.0,-6.0,-9.3
Runt-SMMHC FRET,-1.0,-1.0,1.2,-2.1,-4.6,0.8,-4.8,2.2
MDM2 E3 inh,-21.1,-14.1,4.5,0.4,-13.1,-17.5,-8.4,-23.3
NPY2 pot ag,-9.2,12.8,8.7,4.4,4.7,-19.9,2.4,2.6
Hck-Nef inh,-6.8,-0.3,-0.4,-16.0,-0.7,-7.9,2.0,2.1

[25] CC1CCc2c(C(=O)Nc3nccs3)csc2C1 (centres undefined)
[26] CC(=O)n1nc(-c2ccc(C)cc2)nc1NCc1ccc(F)cc1
[27] CCNC(=O)COc1cccc2ccccc12
[28] COc1cccc2c1OC1(C)CC2NC(=O)N1Cc1ccccc1 (centres undefined)
[29] COc1ccc([C@H](C)NC[C@H](O)c2ccc(O)c(NC=O)c2)cc1
[30] Cc1ccc(S(=O)(=O)N(CC(=O)N/N=C/c2cccc3c2OCCO3)c2ccccc2F)cc1
[31] CCOC(=O)c1c(C)[nH]c(C)c1C(=O)COC(=O)c1cc(OC)cc(OC)c1
[32] Cc1cccc(OCCNC(=O)c2cccc(Oc3ccc(C(F)(F)F)cc3[N+](=O)[O-])c2)c1
Compound,25,26,27,28,29,30,31,32
NPY-Y1 antag,1.7,0.9,2.1,-3.7,-9.1,2.7,-1.1,8.5
NPY-Y1 PAM-ag,-28.4,-3.9,-3.6,-0.8,58.6*,-34.0,-4.3,-8.7
p97 ATPase inh,4.4,-1.6,0.0,0.0,9.1,0.9,-1.4,5.1
Runt-CBFb FRET,1.2,-0.6,0.6,2.1,0.0,0.1,-1.7,-1.7
RBBP9 inh,-5.0,2.1,-1.8,9.7,1.8,-9.0,-4.3,-10.6
Runt-SMMHC FRET,4.0,-2.4,-1.7,-1.7,-3.3,-1.0,0.1,-0.2
MDM2 E3 inh,4.5,-8.7,0.6,-17.0,-3.9,-8.1,-0.7,·
NPY2 pot ag,-6.5,-3.1,-14.9,12.5,79.4*,-27.3,10.7,5.3
Hck-Nef inh,0.5,-7.0,3.4,-24.4,22.4,3.2,-2.2,2.9

[33] CC1CN(/C(=N\S(=O)(=O)c2ccccc2)c2ccccc2)CC(C)O1 (centres undefined)
[34] CN1C(=O)c2ccc(NC(=O)c3c(F)c(F)c(F)c(F)c3F)cc2C1=O
[35] CSc1nc2ccccc2n1C(=O)NC1CCCCC1
[36] CCC(C)NC(=O)C1c2ccccc2C(=O)N(c2ccc(OC)cc2)C1c1ccc(OC)cc1 (centres undefined)
[37] CCC(=O)Nc1cccc(NC(=S)NC(=O)c2ccc(Cl)cc2Cl)c1
[38] Cc1ccc(/C=C/C(=O)N2CCN(c3ccc(F)cc3)CC2)o1
[39] Cn1c(=O)c2c(nc(N3CCOCC3)n2CCSc2ncccn2)n(C)c1=O
[40] O=C(O)CSc1nnc(-c2ccccc2)o1
[41] COc1ccc(C2CC3(CC(C)(C)NC(=O)N3)Oc3cc(O)ccc32)cc1 (centres undefined)
[42] COc1ccc(NC(=O)C2CCCN(S(=O)(=O)c3ccc(C)cc3)C2)cc1OC (centres undefined)
[43] CN1/C(=C\C(=O)C[n+]2ccc3ccccc3c2)C(C)(C)c2ccccc21
Compound,33,34,35,36,37,38,39,40,41,42,43
NPY-Y1 antag,·,20.1,5.8,3.8,-3.5,7.4,1.7,3.4,-3.2,-0.3,-3.5
NPY-Y1 PAM-ag,6.9,-28.6,13.1,-20.5,4.6,-4.8,-3.3,-20.5,-4.1,-6.9,13.7
p97 ATPase inh,-0.1,-0.6,-4.5,3.6,2.3,1.4,-2.3,6.0,-0.1,2.0,4.5
Runt-CBFb FRET,-2.9,-1.0,-0.9,-0.6,2.1,51.0*,3.0,-3.8,-0.7,-2.8,-0.7
RBBP9 inh,8.6,-11.8,-9.0,-0.9,-6.7,-3.9,-13.2,-4.2,-5.9,10.3,1.1
Runt-SMMHC FRET,-1.8,0.4,-1.5,1.6,0.3,20.5,-2.7,-0.2,-1.9,-1.3,-6.4
MDM2 E3 inh,-83.4,-6.3,-10.8,-18.3,-3.2,-7.3,-2.2,-12.0,-8.1,4.7,-25.1
NPY2 pot ag,-2.6,-1.6,-7.7,2.8,18.0,-2.0,-0.4,12.1,13.2,-1.2,-11.2
Hck-Nef inh,16.6,9.3,0.9,-0.9,1.8,1.3,0.2,2.4,1.6,2.0,17.9
